TrxR1 substrate – is turned over as a substrate by rat TrxR1. O89049. purified TrxR1 substrate turnover, NADPH consumption readout. Potency, µM (top dose mostly 114 µM), for the others: top-dose activity change, negative = substrate turnover. hit rate 0.01% among 390,000; further: potency means the concentration at half of the fitted maximal effect; on the % scale 0 is the no-effect control and ±100 the full control effect; nearly all actives have a fitted effect of over 50% in size
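Rat TrxR1, dispensed at 90 nM, was prereduced with 400 uM NADPH (final) for 5 min at ~22 deg C, then incubated with compound 15 min before 400 uM selenite. A first-read NADPH fluorescence drop versus no-compound background flagged substrates.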
rTrxR1 inhibitor – inhibitors of rat thioredoxin reductase 1; hit rate 1% among 390,000; recombinant rTrxR1, NADPH fluorescence consumption, selenite substrate; AID 588453; O89049; Potency, µM (series often up to 114 µM), without a hit: at the top dose activity change, negative = inhibition, most hits filed as inhibitors; further: potency means the concentration at half of the fitted maximal effect; on the % scale 0 is the no-effect control and ±100 the full control effect; nearly all actives have a fitted effect of over 65% in size
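Rat TrxR1 (90 nM in the dispensed reagent) was pre-reduced with 400 uM NADPH for 5 min at room temperature, then incubated with compound for 15 min. After 400 uM selenite was added, NADPH fluorescence (Ex 340/Em 450 nm) was followed for 8 min.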
USP1-UAF1 inh – inhibitors of human USP1/UAF1 deubiquitinase; O94782; recombinant USP1/UAF1, Ub-Rhodamine cleavage fluorescence; Potency, µM (top dose mostly 57.1 µM), without a hit: at the top dose activity change, negative = inhibition, most hits filed as inhibitors; hit rate 0.23% among 390,000; further: potency means the concentration at half of the fitted maximal effect; on the % scale 0 is the no-effect control and ±100 the full control effect; nearly all actives have a fitted effect of over 60% in size; inactives centre near -12
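1 nM enzyme complex + cpd, 15 min RT; start with Ub-Rho 150nM final; kinetic fluorescence ex 480/em 540, 6 reads q60 s. Buffer 50mM HEPES pH 7.8, 0.5mM EDTA, 0.1 mg/ml BSA, 1mM TCEP, 0.01% Tween-20.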
PI4K2A inh – blocks human PI4K2A kinase activity. Q9BTU6. purified PI4K2A, ADP-Glo luminescence, 1 h; stronger effect = lower value. activity change, negative = inhibition, % at 76.9 µM. hit rate 0.13% among 420,000. AID 1346378; in the data active means activity change below about -50%; inconclusive means mostly about -30% to -49%;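 further: -100% = wells without enzyme as full effect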
Target sequence (Q9BTU6 whole entry, looked up): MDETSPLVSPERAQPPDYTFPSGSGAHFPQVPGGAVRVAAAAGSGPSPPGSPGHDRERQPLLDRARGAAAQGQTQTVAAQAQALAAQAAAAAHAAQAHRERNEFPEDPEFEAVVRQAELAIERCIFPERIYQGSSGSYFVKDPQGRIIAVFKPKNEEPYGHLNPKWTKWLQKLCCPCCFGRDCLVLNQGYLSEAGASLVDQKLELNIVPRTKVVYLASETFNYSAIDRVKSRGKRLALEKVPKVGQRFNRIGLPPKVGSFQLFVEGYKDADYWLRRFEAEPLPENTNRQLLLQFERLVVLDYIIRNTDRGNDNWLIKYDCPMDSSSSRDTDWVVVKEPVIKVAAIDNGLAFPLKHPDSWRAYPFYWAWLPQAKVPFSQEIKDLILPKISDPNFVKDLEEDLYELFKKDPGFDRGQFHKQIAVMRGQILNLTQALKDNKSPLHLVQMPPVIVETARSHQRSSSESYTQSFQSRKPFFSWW
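ADP-Glo luminescence measured ADP generated by PI4K2A enzyme (4 ug/mL before mixing) with 1.2 mM PI substrate (pre-mix) and 300 microM ATP (pre-mix). Tris pH7.5 buffer with MgCl2, Triton X-100; 1 h reaction at ambient temperature.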
TRHR ag – TRH receptor (human) agonism | hit rate 0.18% among 360,000 | AID 493084 | P34981 | activation, % at 2 µM | TRHR cells, calcium flux fluo-8, FDSS agonist mode; in the data active means activation above about 30%; further: 0% is about no effect
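In this calcium-flux screen, cells bearing human TRHR are dye-loaded with fluo-8, baselined for 10 cycles, then exposed to library compounds; positive kinetic calcium responses during the agonist phase mark hits, with TRH as control.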
TRHR enhancer – allosterically enhances the human TRH receptor | P34981 | TRHR cells, fluo-8 calcium fluorescence, EC20 TRH enhancement | enhancement, % at 2 µM | hit rate 0.66% among 360,000; in the data active means enhancement above about 30%; further: 0% is about no effect
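Enhancer read-out: after compound pinning and an initial kinetic agonist-mode read, an EC20 of TRH (10 nM final) was injected and fluo-8 calcium signal (Ex 480/Em 530) followed at 1 s/cycle for 100 cycles in TRHR-expressing cells.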
mIDH1 inhibitor – human IDH1 R132H inhibition; hit rate 0.093% among 390,000; Potency, µM (highest dose often 76.6 µM), for inactives: top-dose activity change, negative = inhibition, most hits filed as inhibitors; IDH1-R132H enzyme, NADPH consumption, diaphorase/resazurin fluorescence; O75874; further: potency means the concentration at half of the fitted maximal effect; on the % scale 0 is the no-effect control and ±100 the full control effect; nearly all actives have a fitted effect of over 65% in size
Target sequence (O75874 whole entry R132H, stated change not applied): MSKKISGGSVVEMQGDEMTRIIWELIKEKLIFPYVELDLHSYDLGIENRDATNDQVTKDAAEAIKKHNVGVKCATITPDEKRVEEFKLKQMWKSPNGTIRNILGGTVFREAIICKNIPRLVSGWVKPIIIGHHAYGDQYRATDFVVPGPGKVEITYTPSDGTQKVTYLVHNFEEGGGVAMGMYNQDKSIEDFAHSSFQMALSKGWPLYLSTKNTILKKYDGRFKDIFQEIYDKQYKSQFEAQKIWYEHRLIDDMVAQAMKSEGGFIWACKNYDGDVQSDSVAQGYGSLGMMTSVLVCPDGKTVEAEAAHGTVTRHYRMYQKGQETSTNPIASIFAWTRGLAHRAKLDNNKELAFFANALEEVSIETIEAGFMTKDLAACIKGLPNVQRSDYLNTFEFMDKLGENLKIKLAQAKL
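IDH1-R132H (0.5 ug/mL dispensed) in pH 7.5 Tris buffer was preincubated 30 min with compound, then given a substrate mix of 0.016 mM NADPH and 2 mM alpha-KG for 80 min at room temperature; remaining NADPH was read by diaphorase/resazurin fluorescence.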
D2 antag – antagonizes the human D2 dopamine receptor; P14416; hit rate 2% among 340,000; inhibition, % at 10 µM; HEK293 TREx D2 cells, calcium flux, dopamine EC80; in the data active means inhibition above about 30%; further: 0% is about no effect
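Read-out: kinetic calcium fluorescence (1 cycle/s) in inducible HEK293 T-REx D2 cells after an EC80 dopamine addition that followed 180 s compound preincubation. Loss of the dopamine response indicates antagonism.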
D2 ag – D2 dopamine receptor (human) agonism; P14416; HEK293 T-REx D2 cells, calcium flux agonist mode; activation, % at 2 µM; hit rate 0.53% among 340,000;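 active means activation over 3 SD above normal in the single-dose calcium agonist read, cut at about 30% in these data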; further: 0% is about no effect
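Tetracycline-induced HEK293 T-REx cells with force-coupled D2 receptor, plated overnight at 30 C, loaded with no-wash calcium dye. After a 10 s baseline, compound was pin-added and calcium flux read kinetically for 180 s; calcium rises flagged agonists.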
Numbers without * were called inactive; ? = inconclusive; . = not tested or not shown; & = joins results of further samples; [ ] = another dose, or the depositor's remark. Unless noted, the call rests on the fitted dose curve; in most records, active means well fitted inhibition curve with a large enough effect; inconclusive means small, poorly fitted or top-dose-only effect; inactive means no such curve, though single readings can be large or run the other way.

SMILES	TrxR1 substrate	rTrxR1 inhibitor	USP1-UAF1 inh	PI4K2A inh	TRHR ag	TRHR enhancer	mIDH1 inhibitor	D2 antag	D2 ag
CC1CCN(c2ccc(/C=N/n3nnnc3N)cc2[N+](=O)[O-])CC1	4%[57.1 µM]	12%[57.1 µM]	-2%	-5	.	.	-1%	.	.
CCOc1ccc(-c2nc(-c3ccncc3)no2)cc1OCC	3%	12%	-12%	1	-0.5	-7	-1%	2	-0.8
CCOc1ccccc1C(=O)NCC(c1ccc(N(C)C)cc1)N1CCCC1 (stereo unspecified)	10%[57.1 µM]	18%[57.1 µM]	-20%	-3	-0.7	8	15%	.	1.5
CCN(C(=O)COC(=O)c1cc2c(s1)CCCC2)c1c(N)n(Cc2ccccc2)c(=O)[nH]c1=O	7%	2%	-7%	-4	.	.	3%	.	.
Cc1ccc(/C=N/NC(=O)C2(C)CC2(Br)Br)cc1 (stereo unspecified)	6%[57.1 µM]	19%[57.1 µM]	2%	-4	-0.8	2	-6%	22	-1.7
NC(=O)NC(=O)COC(=O)CC12CC3CC(CC(C3)C1)C2	-4%	13%[57.1 µM]	-2%	0	1.1	9	-2%	15	0.6
CCN(CC(=O)Nc1ccc(OC)cc1)C(=O)c1ccc(N2CCCC2=O)cc1	0%	25%	-19%	0	1.0	-1	-6%	-1	0.8
COc1cc(C(=O)OC2CCOC2=O)cc(Cl)c1OC (stereo unspecified)	-2%	-1%	-25%	1	0.8	4	-7%	-7	0.5
Cc1nc(Cl)c(Cl)n1CCOc1ccccc1	3%[57.1 µM]	?	-7%	2	-0.9	-12	12%	2	0.5
CCOC(=O)C[C@H]1c2ccccc2S(=O)(=O)N1Cc1ccc(Cl)cc1	10%[57.1 µM]	25%&6%	-31%	2	.	.	-8%	.	.
O=C1[C@H]2[C@@H](c3ccc(F)cc3)N3C(=O)N(c4ccc(C(F)(F)F)cc4)C(=O)[C@@]3(Cc3ccccc3)[C@H]2C(=O)N1C1CCCCC1	-6%[57.1 µM]	19%[57.1 µM]	-16%	5	0.1	-2	-4%	.	.
O=C(O)CNS(=O)(=O)c1ccc2[nH]c(=O)c(=O)[nH]c2c1	21%	5%[57.1 µM]	-8%	2	0.4	1	0%	11	4.7
COc1ccc(Cl)cc1NC(=O)C(C)N(C)Cc1cccc(Cl)c1Cl (stereo unspecified)	1%	7%	-18%	-12	1.1	-1	8%	-2	0.0
CCc1ccc2nc(N(CCN(C)C)C(=O)/C=C/c3cccs3)sc2c1	3%	2%	-10%	8	0.7	4	0%	.	.
O=C(CCN(NC(=O)c1ccccc1)C1=NS(=O)(=O)c2ccccc21)NC1CCCCC1	0%	-2%	-19%	-2	0.0	0	4%	-28	1.2
CC(=O)NC1(C(F)(F)F)C(=O)Nc2c1c(=O)n(C)c(=O)n2C (stereo unspecified)	-2%	1%	-11%	6	0.1	-8	-3%	-11	1.0
Cc1ccc(C(C)C)c(OCc2nc(-c3nonc3N)no2)c1	-10%	12%	-17%	0	0.0	-6	4%	33*	-0.6
Clc1ccc(OCCCN2CCc3ccccc3C2)c(Br)c1	-3%	43%[2.29 µM]	-13%	-2	1.7	-6	0%	64*	-0.7
Cc1ccc(N(CN2CCCC2=O)C(=O)c2ccccc2)cc1	5%[57.1 µM]	3%[57.1 µM]	-1%	1	-0.9	4	6%	9	0.0
COC(=O)c1ccc(COc2ncnc3c(Cl)cc(Cl)cc23)o1	7%[57.1 µM]	8%[57.1 µM]	-10%	6	-0.3	4	0%	0	0.6
CCC(=O)N1CCN(c2nc3c(C)cccc3s2)CC1	-3%[57.1 µM]	12%[57.1 µM]	-2%	2	-0.4	4	-4%	.	.
COc1ccc(CNC(=O)C(=O)c2cn(CC(=O)N3CCCC3)c3ccccc23)cc1	-14%	-3%	-10%	0	-0.7	1	8%	10	-0.1
Cc1cccc(C)c1-n1c(C)cc(/C=C2\C(=O)NN(c3ccccc3)C2=O)c1C	-7%	-3%	-9%	-1	0.1	8	5%	10	-0.4
CCC1(C)NC(=O)N(CC(=O)c2cc(C)n(C3CC3)c2C)C1=O (stereo unspecified)	1%	7%	-12%	0	-0.7	1	-2%	-4	-0.2
CC1CCCCN1C(=O)CSc1nc(-c2ccccc2)no1 (stereo unspecified)	-4%[57.1 µM]	2%[57.1 µM]	-22%	-2	-0.4	-6	-20%	.	-0.4
CC(=O)c1cccc(NC(=O)C(C)OC(=O)CN2C(=O)NC(C)(C)C2=O)c1 (stereo unspecified)	1%	27%	-7%	2	0.3	1	-6%	-3	0.8
CC(=O)Nc1ccc(NS(=O)(=O)c2ccc3c(c2)CCCN3C(C)=O)cc1	6%[57.1 µM]	24%[57.1 µM]	?	-3	0.0	0	4%	.	1.0
Cc1nnc(NN2CCOCC2)[nH]c1=O	-4%[57.1 µM]	-3%[57.1 µM]	-24%	4	0.1	-4	0%	-1	1.0
Cc1ccc(S(=O)(=O)N2CCC(C(=O)OC(C)C(=O)NCc3ccc4c(c3)OCO4)CC2)cc1 (stereo unspecified)	8%[57.1 µM]	-2%[57.1 µM]	-12%	0	0.0	1	2%	-1	-1.9
Cc1cc(C)nc(SC(C)C(=O)O)n1 (stereo unspecified)	-4%	11%	-13%	4	-0.6	7	4%	9	0.7

Entries of single compounds as entered above. Order of screens: TrxR1 substrate, rTrxR1 inhibitor, USP1-UAF1 inh, PI4K2A inh, TRHR ag, TRHR enhancer, mIDH1 inhibitor, D2 antag, D2 ag
`NC(=O)NC(=O)COC(=O)CC12CC3CC(CC(C3)C1)C2` as listed: -4%, 13%[57.1 µM], -2%, 0, 1.1, 9, -2%, 15, 0.6
`CCC1(C)NC(=O)N(CC(=O)c2cc(C)n(C3CC3)c2C)C1=O` (stereo unspecified) as listed: 1%, 7%, -12%, 0, -0.7, 1, -2%, -4, -0.2
`Cc1nnc(NN2CCOCC2)[nH]c1=O` as listed: -4%[57.1 µM], -3%[57.1 µM], -24%, 4, 0.1, -4, 0%, -1, 1.0

More structures follow.
SMILES	TrxR1 substrate	rTrxR1 inhibitor	USP1-UAF1 inh	PI4K2A inh	TRHR ag	TRHR enhancer	mIDH1 inhibitor	D2 antag	D2 ag
O=C(CCS(=O)(=O)c1ccc(Br)s1)NC1CCCC1	-13%	-12%	2%	-3	-0.9	-1	1%	-6	-0.7
O=c1[nH]c(CN(CCO)CCO)nc2c1C1(CCCCC1)Cc1ccccc1-2	-2%	-4%	-21%	6	0.7	-2	12%	-4	0.3
O=C(NCCCn1ccnc1)c1ccc2nccnc2c1	-10%	5%	-4%	0	0.3	0	2%	5	1.1
Cc1ccn2c(Nc3ccc(C(C)C)cc3)c(-c3cccnc3)nc2c1	12%	11%	-13%	-3	-1.0	-3	?	.	0.0
Cc1ccc(C)c(-c2cc(C(=O)NNC(=S)NCC(C)C)c3ccccc3n2)c1	-11%	-20%	-22%	1	-0.2	3	-12%	6	-0.4
CCCCn1c(N)c(N(CC(C)C)C(=O)c2ccc(Br)o2)c(=O)[nH]c1=O	7%	8%	-6%	-8	0.7	5	1%	2	-1.1
CC(C)(C)c1ccc(C(=O)N2CCC(C(=O)c3ccccc3)CC2)cc1	4%[57.1 µM]	2%[57.1 µM]	-7%	6	-0.2	-14	-4%	-20	-0.5
CC(C)(C)N(CC#CCC1(O)c2ccccc2-c2ccccc21)CCO	6%	22%[57.1 µM]	-11%	1	0.6	-1	1%	13	-1.3
Cc1ccc(S(=O)(=O)Nc2nc(N)n(-c3ccccc3)n2)cc1	-10%[57.1 µM]	-16%[57.1 µM]	-3%	-3	0.2	-1	0%	7	1.5
Cc1ccc2c(C)c(C(=O)N(Cc3ccc(N(C)C)cc3)Cc3ccco3)oc2c1C	-5%	10%	1%	-3	-0.3	2	.	.	-0.8
Cc1cc2cc(CN(C(=O)C3CC3)C3CCCC3)c3nnnn3c2cc1C	5%	17%	-5%	-4	-0.4	-4	2%	-5	0.1
COc1ccc2[nH]c(=O)c(CN(C(C)=O)c3ccc(C)cc3C)cc2c1	2%[57.1 µM]	8%[57.1 µM]	-22%	2	0.1	5	6%	-5	0.2
CC(=O)Nc1ccc(Nc2nc3ccccc3n3cnnc23)cc1	-3%	10%	-21%	-2	-0.7	1	-6%	-12	0.7
COc1cccc2sc(N(Cc3cccnc3)C(=O)C3CCCCC3)nc12	6%[57.1 µM]	19%[57.1 µM]	-21%	2	0.0	3	13%	.	28
Cc1ccccc1NS(=O)(=O)c1ccc2[nH]cc(C(=O)N(C)Cc3ccco3)c(=O)c2c1	11%[57.1 µM]	2%[57.1 µM]	-15%	-8	0.0	7	-1%	-19	0.3
COc1cc(CNC(=O)c2ccc3c(c2)N(C)C(=O)C2CCCCN32)cc(OC)c1OC (stereo unspecified)	-2%[57.1 µM]	12%[57.1 µM]	-16%	1	-0.3	-9	1%	.	0.4
COCCCNC(=S)NNC(=O)c1cc(-c2ccncc2)nc2ccccc12	-1%	-8%	-15%	-5	1.0	-2	-2%	.	.
CCOc1ccc(N2CC(c3nc4ccccc4n3CCCOc3ccccc3)CC2=O)cc1 (stereo unspecified)	-3%	13%	?	2	1.9	-12	0%	.	-0.2
COc1cccc([C@@H]2Nc3ccc(C(=O)O)cc3[C@@H]3C=CC[C@@H]32)c1OC	2%[57.1 µM]	0%[57.1 µM]	5%	2	0.9	-7	-3%	.	0.6
Cc1cccc(C)c1NC(=O)CNC(=O)CNC(=O)c1ccc2c(c1)OCO2	9%	4%	-11%	-4	0.8	-1	10%	22	0.1
C/C(=C\C(=O)c1ccc(C)cc1)Nc1cccc(O)c1	3%[57.1 µM]	2%[57.1 µM]	-11%	7	-0.6	-8	10%	-16	-1.1
O=C/C(=C\Nc1ccc(C(=O)N2CCOCC2)cc1)c1nc2ccccc2o1	-4%[57.1 µM]	4%[57.1 µM]	-9%	-5	0.4	4	0%	-4	0.8
O=C(COC(=O)c1ccc([N+](=O)[O-])o1)Nc1ccc2c(c1)OCO2	5%[57.1 µM]	18µM*	?	-9	.	.	4%	.	.
COc1cc2c(cc1OC)CN(C(=O)c1ccncc1)CC2	4%	14%	-20%	1	0.3	1	-2%	13	1.5

Source: PubChem
